# SSB-PriA inh – K. pneumoniae PriA-SSBct interaction inhibition; AlphaScreen SSBct-PriA binding, biotinylated peptide; inhibition, % at 33 µM; 430,000 tested, 0.6% active; AID 1272365; in the data active = inhibition mostly above about 37%, no sharp cut-off; inactive = mostly below about 20%;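 also: plate controls were negative control peptide for no effect and reference peptide for full effect; strong numbers were not always called active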
# Active calls of the source: *; & = joins results of further samples. Some of the compounds tested, so the mix of outcomes need not match the whole.
# A first look (5 entries):
SMILES,SSB-PriA inh
O=C(Nc1nc2c(s1)COc1ccccc1-2)C1CCCN1S(=O)(=O)c1cccs1 (stereo not drawn),5
CN1CCc2cc(C(CNC(=O)NC(C)(C)C)N3CCCC3)ccc21 (stereo not drawn),-7
CCC(CNC(=O)Nc1ccccc1Cl)(OC)c1ccccc1 (stereo not drawn),-6
C=CCNC(=S)N=c1ccccn1Cc1ccccc1,-5
Cn1ccnc1N1CCN(C(=O)CSCc2ccccc2)CC1,-4

# The listing, from the first entry:
SMILES,SSB-PriA inh
O=C(Nc1nc2c(s1)COc1ccccc1-2)C1CCCN1S(=O)(=O)c1cccs1 (stereo not drawn),5
CN1CCc2cc(C(CNC(=O)NC(C)(C)C)N3CCCC3)ccc21 (stereo not drawn),-7
CCC(CNC(=O)Nc1ccccc1Cl)(OC)c1ccccc1 (stereo not drawn),-6
C=CCNC(=S)N=c1ccccn1Cc1ccccc1,-5
Cn1ccnc1N1CCN(C(=O)CSCc2ccccc2)CC1,-4
O=C(NNC(=O)c1cccn(Cc2ccc(F)cc2)c1=O)c1ccc(Br)o1,-1
CCOC(=O)N1CCN(C(=O)CSc2ncnc3c2nnn3-c2ccc(C)cc2)CC1,2
O=C(NN=Cc1ccc(OC(F)F)cc1)C1=COCCO1,-8
CCc1c2c(nc3sc(C(=O)NCc4ccc5c(c4)OCO5)c(N)c13)CC(C)(C)CC2=O,-5
CCc1ccc(NC(=O)c2oc3ccccc3c2NC(=O)c2ccc(C)c(C)c2)cc1,-5
NC(N)=NN=Cc1cn(-c2ccccc2)nc1-c1cccs1,20
O=C(Nc1c(C(=O)Nc2ccc([N+](=O)[O-])cc2)oc2ccccc12)c1ccc(C(F)(F)F)cc1,-8
CCOC(=O)CSc1nnc(CCn2ccc(=O)[nH]c2=O)o1,-12
CN1C(=O)c2ccc(NC(=O)C3CCCN3S(=O)(=O)c3cccs3)cc2C1=O (stereo not drawn),-6
CN(C)S(=O)(=O)c1ccc(C(=O)NCc2cc(-c3ccco3)n(C)n2)cc1,2
COc1ccc(NC(C)=O)cc1NC(=O)CCCn1nc(-c2cccs2)ccc1=O,-11
O=C(O)c1ccc(=O)n(Cc2ccc(F)cc2)n1,-10
O=C(NCc1ccnc(-c2cccs2)c1)Nc1c(F)cccc1F,-9
O=C(NCCn1nc(-c2cccnc2)ccc1=O)Nc1ccc(F)cc1F,1
COc1cc(C=Nn2cnnc2)ccc1OCC(=O)N1CCOCC1,-12
Cc1ccsc1C=NNC(=O)C(=O)NCC(C)C,5
CCc1nnc(NC(=O)CSc2c(-c3ccccc3)[nH]c3ccccc23)s1,6
COc1ccc(NC(=O)CN2CCC(C(=O)Nc3cccc(NC(C)=O)c3)CC2)c(OC)c1,-1
Cc1cccn2c(=O)nc(SC/C=C/c3ccccc3)nc12,-11&0
O=C(CN1CCC(c2nnc(-c3ccsc3)o2)CC1)c1ccc(Cl)cc1,-5
COc1ccccc1CNC(=O)c1sc(NC(=O)Nc2cccc(C)c2)nc1C,0
COc1ccc(Cl)cc1CN1CCN(c2cc(C)nc3c4c(C)cc(C)nc4nn23)CC1,-11
Cc1c(C(=O)O)oc2c1C(=NO)CCC2,-4
CS(=O)(=O)c1cccc(C(=O)Nc2nc3c(s2)CCCC3)c1,-1
Cc1nc(-c2ccc(N3CCN(C(=O)CSC4CCCC4)CC3)nc2)no1,-11
COc1ccccc1CNc1ncnc(N)c1[N+](=O)[O-],3
CCS(=O)(=O)N1CCc2ccc(NS(=O)(=O)c3ccc(C)s3)cc2C1,-4
COc1cc(-c2ccc(NC(=O)c3ccc(S(=O)(=O)N(C)C)cc3)c(OC)c2)ccc1NC(=O)c1ccc(S(=O)(=O)N(C)C)cc1,-8
C=C1C(C(=O)Nc2ccc(Oc3ccc(C(C)(C)CC)cc3)cc2)C1C(=O)Nc1ccc(Oc2ccc(C(C)(C)CC)cc2)cc1 (stereo not drawn),-14
COc1ccc(Cl)cc1C(=O)Nc1c2c(nn1-c1cccc(C)c1C)CSC2,-3
Cc1cc(-n2nnc(C(=O)OCc3nc(-c4ccccc4C)oc3C)c2C)ccc1Br,-14
CC(C)c1ccc(NC(=O)CCCn2nc(-c3ccc(F)cc3)ccc2=O)cc1,8
Cc1nc(-n2cccc2)sc1C(=O)NCCN1Cc2cc(Cl)ccc2OCC1=O,-12
Cc1cc(NC(=O)Cn2cnc3c(nnn3-c3ccc(C)c(C)c3)c2=O)no1,-7
COc1ccc(S(=O)(=O)N2CCC(c3nc(-c4ccc(OC)cc4OC)no3)CC2)cc1,4
C=CCn1c(SCC(=O)NCC2CCCO2)nc2sc3c(c2c1=O)CCC(C)C3 (stereo not drawn),-10
Cc1noc(-c2ccn3c(CNC(=O)Cc4cccc(F)c4)nnc3c2)n1,-10
O=C(Nc1nc(-c2cc(Cl)sc2Cl)cs1)C1COc2ccccc2O1 (stereo not drawn),-5&-3
Clc1cc2c(c3ncccc13)OCN(CCCN1CCOCC1)C2,105*
CCC1CCCCN1C(=O)CSCC(=O)Nc1nc(-c2cccs2)cs1 (stereo not drawn),-6&11
O=C(NCc1ccnc(-c2ccsc2)c1)c1cnn(-c2ccccc2)n1,-6
Cc1ccc(-c2c(C)nn3c(NC(C)C)cc(C)nc23)cc1,-16
CCOc1ccc(-n2nnc3c(N4CCN(C(=O)/C=C\c5ccc([N+](=O)[O-])cc5)CC4)ncnc32)cc1,-10
COC(=O)c1ccc(S(=O)(=O)NC[C@@H](c2cn(C)c3ccccc23)N(C)C)cc1,-2
O=C(NC[C@H]1CCCN(c2nccs2)C1)c1cncc(Br)c1,-3
COc1cccc(CNC(=O)Cn2c(C)cc(C)c(-c3nc(-c4ccc(Cl)cc4)no3)c2=O)c1,-1
O=C(Cc1ccccc1Cl)N1CCC(CSC2=NCCS2)CC1,2
CCOC(=O)c1c(NC(=O)CN2CC(C)OC(C)C2)sc(Br)c1-c1ccc(C)cc1 (stereo not drawn),-4&9
Cc1ccc(CC(=O)Nc2nnc(-c3ccc(Br)s3)o2)cc1,-2
O=S(=O)(c1ccccc1)n1cnc2ccccc21,5
COc1cccc2sc(N3CC(OC(=O)c4ccc5nsnc5c4)C3)nc12,-5
CCOC(=O)c1cnn2ccc(NC(=O)c3cnn(-c4ccccc4)n3)cc12,25
CN(Cc1ccco1)S(=O)(=O)c1ccc(C(=O)Nc2ccccc2Cl)cc1,-4
COc1ccc([C@H](C)NC(=O)c2ccsc2)cc1,1
Cc1ccc(N2CN=c3sc(=Cc4ccccn4)c(=O)n3C2)cc1,-13

# Remaining list, next part
SMILES	SSB-PriA inh
C=CCn1c(=NC(=O)CN2C(=O)c3ccccc3C2=O)sc2c(C)cc(C)cc21	-6
CNC(=O)C1Cc2ccccc2N1C(=O)/C=C\c1cc(OC)c(OC)c(OC)c1 (stereo not drawn)	-7
CS(=O)(=O)c1ccc(C(=O)Nc2nc3c(Cl)c(Cl)ccc3s2)cc1	-3
CS(=O)(=O)N1CCC(C(=O)NC2CCN(c3nccs3)CC2)CC1	-9
O=C(OCN1C(=O)c2ccccc2C1=O)c1ccc(Cl)cc1	-10
O=C(NC[C@H](O)c1ccc(C(F)(F)F)cc1)c1cccc2ccccc12	-12
O=C(NCC[C@H](O)c1ccccc1)C1(c2cccs2)CCCC1	-15
Cn1nc(-c2ccc(F)cc2)cc1C(=O)NCC1CCN(c2nccnc2C#N)CC1	-23
Cc1ccc(NC(=O)Cn2nc3ccc(SC(C)(C)C)nn3c2=O)c(Cl)c1	-10&-7
CCOCCn1ccc2c(OCC(=O)Nc3ccc(F)cc3)cccc2c1=O	2
CC1Oc2ccccc2OC1C(=O)NCc1cnn2ccccc12 (stereo not drawn)	-2
OC(CN1CCc2ccccc2C1)CN1c2ccccc2Sc2ccccc21 (stereo not drawn)	54*
O=C(COc1ccccc1F)Nc1ccc2c(c1)CCC(=O)N2Cc1ccccc1	3
CCCCCC(=O)NN=Cc1ccco1	-9
Cc1cn2nc(C(=O)Nc3ccc(Cl)cc3C(F)(F)F)cc2c(=O)[nH]1	0
O=C(NCc1ccc2c(c1)OCO2)c1nnc2n(c1=O)CCN2c1ccccc1	-3
CC(=O)c1cccc(NC(=O)[C@H]2CCCN(c3cc(-n4cccn4)ncn3)C2)c1	-10
C=C(C)CN1CCN(C(=O)CCCN(C)S(=O)(=O)c2ccc3c(c2)C(=O)c2ccccc2C3=O)CC1	-27
COc1cc(Cl)c(S(=O)(=O)N2CCc3ccccc3C2)cc1Cl	-12&6
C=CCN1C(=O)C(C)(C)COc2ccc(NS(=O)(=O)c3ccc(Cl)cc3)cc21	-8
Cc1ccc(NC(=O)NCCNc2cc(-n3cccn3)ncn2)cc1Cl	-16
COCCCn1c(=C(C#N)C(=O)NC(C)C)sc(=Cc2ccccc2OC(F)F)c1=O	3
COc1ccc(CNC(=O)c2ccc3c(=O)nc4c(-c5ccccc5)n[nH]n4c3c2)cc1	5
CSc1ccc(-c2nnc(NC(=O)c3ccc([N+](=O)[O-])s3)o2)cc1	-7
Cn1cccc1C(CNC(=O)C(=O)NCCN1CCOCC1)N1CCCC1 (stereo not drawn)	-21
COC(=O)c1c(NC(=O)c2ccno2)sc2c1CCN(Cc1ccccc1)C2	-22
Cc1nc(-c2ccc(S(=O)(=O)N3CCSC3c3ccsc3)cc2)co1 (stereo not drawn)	-11
Cc1ccc2ccc(C(=O)O)nc2n1	3
COC(=O)C1CC(Oc2ccccc2F)CN1C(=O)Cc1c(F)cccc1Cl (stereo not drawn)	-18
Cn1ccnc1SCC1CCN(C(=O)C2CCC2)CC1	-2
Cc1c(N)n[nH]c1-c1cccs1	-4
O=C(Nc1cccc(-c2cnc3n2CCC3)c1)c1nc2ccccc2s1	-5
O=S(=O)(NCCn1ccn2nccc12)c1cccc(C(F)(F)F)c1	2
COc1cncc(O[C@H]2CCCN(S(=O)(=O)C3CC3)C2)n1	-6
COc1ccccc1OCC(O)CNC(C)(C)C (stereo not drawn)	-9
CC(C)C=NNC(=O)c1cc(Br)ccc1O	-17
Cc1ccc(-n2c(=O)c3ccccc3c3ccccc3c2=O)cc1F	-2
Cc1cnnn1-c1ccc(C(=O)Nc2ncc(Cc3ccccc3)s2)cc1	-14
Cc1cc(NC(=O)COc2ccccc2C)n(-c2nc3ccccc3s2)n1	-9
COc1ccc(CC(=O)NNC(=O)c2ccc(=O)n(Cc3ccccc3)c2)cc1	-7
CCCCc1ccc(NC(=O)CSc2ccc(-c3ccc(-n4ccnc4)cc3)nn2)cc1	-29
O=C(Nc1ccc(F)c(Cl)c1)c1ccc(-n2cccn2)nn1	-6
COc1cc(C=NNC(=O)Cc2ccc(Br)cc2)cc(OC)c1O	0
O=C(Nc1nc(CN2CCc3ccccc3C2)cs1)C1CC1	-8
CC(C)CS(=O)(=O)C1CN(S(=O)(=O)CCc2ccccc2)C1	-3
O=C(Cc1ccc(Cl)cc1)NCC1CCN(C2CCCC2)CC1	-5
O=C(Cc1cccs1)N1CCN(c2ccc(-c3ccc(Cl)cc3)nn2)CC1	-6&4
CCNS(=O)(=O)c1ccc(OC)c(C(=O)NC2CC(C)(C)NC(C)(C)C2)c1	4
COc1ccc(N2C(=O)C3ON(c4ccc(Br)cc4)C(c4cccnc4)C3C2=O)cc1 (stereo not drawn)	-20&5
C#CCn1c(-c2ccc(N(C)C)cc2)nc2ccccc21	1
O=C(NCC(=O)N1CCOC(c2ccccc2)C1)C(=O)NCc1ccc(F)cc1 (stereo not drawn)	-2
CC(C)(C)c1ccc(C(=O)Nc2nonc2-c2ccccc2)cc1	-10
O=C(CN1CCN(Cc2nc(-c3ccco3)cs2)CC1)NCc1ccco1	10
COCCn1c(=NC(=O)C2CC2)sc2cc(Cl)ccc21	0
CS(=O)(=O)c1ccc(Nc2nc(CC(=O)NCc3ccc4c(c3)OCO4)cs2)cc1	-6&-6
CC(C)CCn1c(=O)c2sccc2n2c(SCc3ccc(N4CCCC4=O)cc3)nnc12	-19
CCOc1ccc(CC(=O)N2CCOCC2CO)cc1 (stereo not drawn)	-4
CCSc1ccccc1C(=O)NCCN1CCN(c2ccc(Cl)cc2)CC1	-10
COC(=O)C1CCN(C(=O)Cc2cc(=O)[nH]c(SCc3ccccc3)n2)CC1	-10
CC(=Nc1nc2ccccc2n1C)c1cc(Cl)ccc1O	-6

# More records follow.
SMILES	SSB-PriA inh
CCc1ccc2ncc(S(=O)(=O)c3ccc(C)c(C)c3)c(N3CCC(C(N)=O)CC3)c2c1	-4
Cn1cccc1CN(Cc1cccs1)C(=O)NCCCc1ccccc1	-4
CC(=O)N1CCc2ccc(NC(=O)C34CC5CC(CC(C5)C3)C4)cc2C1	-19
COc1ccc(C(C)=NNC(=O)c2nnn(-c3nonc3N)c2-c2ccccc2)cc1	-2
CCn1nccc1C(=O)Nc1nc(-c2ccc3c(c2)CCCC3)cs1	1
COc1ccc(N2CCn3c(SCc4c(F)cccc4Cl)nnc32)cc1	-10&-2
C/[N+]([O-])=C\c1ccc2ccc3cccnc3c2n1	154*
CCC(O)c1nc2ccccc2n1CC(=O)N(C(C)C)C(C)C (stereo not drawn)	-6
CCCc1nn2c(N)c(C=C3C=Nc4ccccc43)c(=O)nc2s1	2

# Reprinted at random: 4 compounds from above, in no set order.
SMILES	SSB-PriA inh
Clc1cc2c(c3ncccc13)OCN(CCCN1CCOCC1)C2	105*
C=C(C)CN1CCN(C(=O)CCCN(C)S(=O)(=O)c2ccc3c(c2)C(=O)c2ccccc2C3=O)CC1	-27
CSc1ccc(-c2nnc(NC(=O)c3ccc([N+](=O)[O-])s3)o2)cc1	-7
COc1ccc(N2CCn3c(SCc4c(F)cccc4Cl)nnc32)cc1	-10&-2

# At a glance, some entries already given:
SMILES	SSB-PriA inh
COc1ccc(C(C)=NNC(=O)c2nnn(-c3nonc3N)c2-c2ccccc2)cc1	-2
CCn1nccc1C(=O)Nc1nc(-c2ccc3c(c2)CCCC3)cs1	1
COc1ccc(N2CCn3c(SCc4c(F)cccc4Cl)nnc32)cc1	-10&-2
C/[N+]([O-])=C\c1ccc2ccc3cccnc3c2n1	154*
CCC(O)c1nc2ccccc2n1CC(=O)N(C(C)C)C(C)C (stereo not drawn)	-6
CCCc1nn2c(N)c(C=C3C=Nc4ccccc43)c(=O)nc2s1	2
